# LDHA block – LDHA (human) enzyme inhibition; P00338; purified LDHA, NADH/diaphorase-resazurin fluorescence; active compounds read low; activity change, % (values are at about 110 or 230 µM); 480,000 tested, 0.15% active; AID 1347041; in the data active = activity change below about -30%; inconclusive = mostly about -25% to -30%;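 also: plate controls were DMSO wells for no effect and wells without enzyme for full effect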
#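 Enzyme activity of human lactate dehydrogenase 5 (2 nM; 0.06 mM NADH, 0.2 mM pyruvate, 5 min, RT) is measured via a resazurin/diaphorase fluorescence readout of residual NADH.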
# Numbers without * were called inactive; ? = inconclusive.
SMILES,LDHA block
CCCCCCCCNC(=O)c1cccs1,3
O=C(COC(=O)/C=C/c1ccccc1[N+](=O)[O-])NC12CC3CC(CC(C3)C1)C2,-10
N#Cc1ccc(COC(=O)C2=NN(C3CCS(=O)(=O)C3)C(=O)CC2)cc1 (stereo not drawn),2
CCCn1cc(C(=O)n2nc(C)cc2C)c(S(=O)(=O)N2CCN(c3ccc(Cl)cc3)CC2)n1,-7
CN(C)CCNC(=O)CNc1nc(Cl)nc2nc[nH]c12,-13
CC(NC(=O)COc1ccc(C#N)cc1)C12CC3CC(CC(C3)C1)C2 (stereo not drawn),8
N#CC1(NC(=O)CSc2cccc3cccnc23)CCCCCC1,9
O=C(NCC(=O)N1CCN(c2cccc(Cl)c2)CC1)NCc1ccc(F)cc1,4
CCOC(=O)c1c(COc2cccnc2[N+](=O)[O-])nc2ccccc2c1C,-15
O=C(Nc1oc2ccccc2c(=O)c1-c1cccc(Cl)c1)c1cccs1,4
COc1ccc(C2C3=C(CCCC3=O)Nc3c(C#N)cnn32)c(OC)c1 (stereo not drawn),-12
N#Cc1ccccc1Sc1ccccc1C(=O)Oc1ccc(Cl)cc1Cc1ccccc1,-1
CC(C)(C)c1cc(C(=O)O)cc(C(C)(C)C)c1O,0
CCOC(=O)Nc1sc2c(c1C(N)=O)CCCC2,-1
Cc1cc(C)cc(NC(=O)Cn2c(-n3nc(C)cc3C)nc(-c3ccccc3)cc2=O)c1,9
O=c1c2ccccc2c(-c2cccs2)nn1CC(O)COCc1cccs1 (stereo not drawn),-2
Cc1ccc(-c2csc(Nc3ccccn3)n2)cc1C,-6
O=c1[nH]nc(SCc2nc(-c3cccc(C(F)(F)F)c3)no2)n2nc(-c3ccco3)cc12,-11
COc1cccc([C@H]2[C@@H](C(=O)O)c3ccccc3C(=O)N2Cc2ccc(F)cc2)c1,0
CCOC(=O)c1ccc(Nc2nc3ccccc3nc2NS(=O)(=O)c2ccc(OC)cc2)cc1,1
COc1cccc(C(=O)OCc2nc(N)c3ccccc3n2)c1OC,-7
CC(C)[C@H](NC(=O)[C@H](C(C)C)n1nnc2ccccc2c1=O)C(=O)O,-8
O=C(/C=C/c1ccccc1OCc1cccnc1)c1ccc(O)cc1,1
Cc1ccc2c(CN(C)Cc3nc4ccccc4c(=O)[nH]3)cc(=O)oc2c1C,2
CCOC(=O)C1C(=O)C=C(c2ccc(C)cc2)CC1c1cccc(Cl)c1 (stereo not drawn),-1
# The results go on:
SMILES,LDHA block
O=C1CCCC2=C1C(c1ccc(F)cc1F)Nc1nonc1N2 (stereo not drawn),-33*
Cc1ccc(OCC(=O)N2CCN(c3cc(=O)n4nc(-c5ccccc5)sc4n3)CC2)c(C)c1,-8
O=C(NC1CCN(Cc2cccc(C(F)(F)F)c2)CC1)C1CC=CCC1 (stereo not drawn),4
Cc1cc(=O)oc2cc(OCC(=O)Oc3ccc4ccccc4c3)ccc12,44
CCN(c1ccc2sc(C(=O)NCCC(C)C)cc2c1)S(C)(=O)=O,5
COc1ccc(Cn2nccc2NC(=O)c2cc(=O)c3cc(C)ccc3o2)cc1,8
Cn1ccnc1C(NC(=O)Cc1ccc(Cl)cc1Cl)c1ccccc1F (stereo not drawn),5
O=S(=O)(NCCO)c1ccc(Cl)c(Cl)c1,-7
CC1CCN(C(=O)c2cccnc2-c2nc3ccccc3s2)CC1,11
O=C(C1COc2cc(S(=O)(=O)NCc3ccc(Cl)cc3)ccc2O1)N1CCOCC1 (stereo not drawn),7
O=C(COC(=O)COc1ccc(Br)cc1)Nc1ncc(C(F)(F)F)cc1Cl,11
O=C(Nc1nnc(-c2ccncc2)s1)Nc1cccc2ccccc12,2
CSc1nnc(-c2ccccc2NC(=O)c2ccc(C)c(S(=O)(=O)N3CCCCCC3)c2)o1,10
O=C(Cc1c[nH]c2ccccc12)NC(c1ccccc1)c1ccccc1,1
O=[N+]([O-])c1ccccc1/C=C/C=N/Nc1ccc(S(=O)(=O)Nc2ccccc2)cc1[N+](=O)[O-],7
Cn1ccn(C(F)(F)C(F)Cl)c1=S (stereo not drawn),2
COc1ccc(OC)c(NC(=O)[C@H]2C[C@H]([C@@H](C)O)N[C@]23C(=O)Nc2c(C)cc(Cl)cc23)c1,0
O=C(Nc1ccc(F)cc1)C1CCCN(C(=O)Cc2cccc3ccccc23)C1 (stereo not drawn),13
COC(=O)c1ccc(COC(=O)c2c3c(nc4ccccc24)CCCC3)o1,12
CC(NS(=O)(=O)c1cccc2nsnc12)c1ccccc1 (stereo not drawn),2
O=C(/C=C/c1cccs1)OCC(=O)c1ccccc1,8
CC(=O)C1=C(O)C(=O)NC1c1ccc(F)cc1 (stereo not drawn),-2
COC(=O)CNC(=O)C(c1ccccc1)c1ccccc1,2
O=C(NC(Cc1ccccc1)C(=O)NCc1cccs1)c1ccco1 (stereo not drawn),1
COc1cc(F)ccc1-c1ccc(=O)n(Cc2ccc(F)cc2Cl)n1,5
# Going on with the list:
SMILES,LDHA block
Cc1ccc(-c2nnn(CC(=O)N3N=C(c4cccs4)CC3c3cccs3)n2)cc1 (stereo not drawn),10
O=C1NC[C@@H](CCCCN2C[C@H](Cc3ccc(O)cc3)N(CC3CCCCC3)C(=O)C2=O)N(CCC2CCCCC2)C1=O,-2
O=S(=O)(NC(c1ccc(F)cc1)c1cccs1)c1cccs1 (stereo not drawn),2
CN(Cc1cn(Cc2ccc(C(F)(F)F)cc2)nn1)C1CN(Cc2cn(Cc3ccc(C(F)(F)F)cc3)nn2)S(=O)(=O)C1 (stereo not drawn),4
Cc1cc(=O)oc2cc(OC(C)C(=O)NCc3ccncc3)ccc12 (stereo not drawn),-3
CC(NC(=O)c1cnccn1)c1ccncc1 (stereo not drawn),6
Cc1cc2oc(C(=O)NCC(c3cccs3)N3CCOCC3)cc(=O)c2cc1C (stereo not drawn),0
CCN(CC)c1ccc(-c2nnc(SCCS(=O)(=O)c3ccc(Br)cc3)o2)cc1,5
CC(C)Cc1nc(N2CCN(CC(=O)N3CCOCC3)CC2)c(C#N)c2c1CCC2,2
CC(C)C[C@@H]1COc2cccc(N3CCC[C@@H]3CO)c2S(=O)(=O)N1,-1
Cc1nc2ccccc2nc1SCC(=O)N1CCCC(C)C1 (stereo not drawn),1
CCCCNC(=O)C1c2ccccc2OCC(=O)N1CCc1c[nH]c2ccccc12 (stereo not drawn),-10
CCCCn1c(=O)[nH]c(=O)c2c1nc(CSc1nnnn1-c1ccc(C)cc1C)n2CC,-24
c1ccc(C(CNCC2CC2)N2CCCC2)cc1 (stereo not drawn),15
COc1cc(C#N)c(C(=O)c2ccc(C)cc2)cc1OC,3
CCOc1ccc(OCCn2c(CN3CCOCC3)nc3scc(-c4cccs4)c3c2=O)cc1,-1
O=C(Cc1ccc(Br)cc1)NO,7
O=C(CCc1ccccc1Br)NC1CCN(C2CC2)C1 (stereo not drawn),1
COc1ccc(OC)c2[nH]c(C(=O)NCC(=O)Nc3nc(C)cs3)cc12,-4
COc1cc(C(C)=O)ccc1SCC(=O)O,0
CN(Cc1ccccc1)c1nc2c(c(=O)n(C)c(=O)n2C)n1Cc1ccc(Cl)cc1,-1
COc1ccccc1-c1coc2cc(OS(C)(=O)=O)ccc2c1=O,6
CC(=O)NC(Cc1c[nH]c2ccccc12)C(=O)N1CCN(S(=O)(=O)c2ccccc2F)CC1 (stereo not drawn),4
O=C(NCc1cccnc1)c1cc(-c2cccnc2)nc2ccccc12,-6
CCCNC(=O)c1ccc(CSc2nc3cccnc3n2Cc2ccc(OC)cc2)cc1,-7

# Part of the list above, with the structure last.
LDHA block	canonical_smiles
-1	CC(C)C[C@@H]1COc2cccc(N3CCC[C@@H]3CO)c2S(=O)(=O)N1
1	Cc1nc2ccccc2nc1SCC(=O)N1CCCC(C)C1 (stereo not drawn)
-10	CCCCNC(=O)C1c2ccccc2OCC(=O)N1CCc1c[nH]c2ccccc12 (stereo not drawn)
-24	CCCCn1c(=O)[nH]c(=O)c2c1nc(CSc1nnnn1-c1ccc(C)cc1C)n2CC
15	c1ccc(C(CNCC2CC2)N2CCCC2)cc1 (stereo not drawn)
3	COc1cc(C#N)c(C(=O)c2ccc(C)cc2)cc1OC
-1	CCOc1ccc(OCCn2c(CN3CCOCC3)nc3scc(-c4cccs4)c3c2=O)cc1
7	O=C(Cc1ccc(Br)cc1)NO
1	O=C(CCc1ccccc1Br)NC1CCN(C2CC2)C1 (stereo not drawn)
-4	COc1ccc(OC)c2[nH]c(C(=O)NCC(=O)Nc3nc(C)cs3)cc12
0	COc1cc(C(C)=O)ccc1SCC(=O)O
-1	CN(Cc1ccccc1)c1nc2c(c(=O)n(C)c(=O)n2C)n1Cc1ccc(Cl)cc1
6	COc1ccccc1-c1coc2cc(OS(C)(=O)=O)ccc2c1=O
4	CC(=O)NC(Cc1c[nH]c2ccccc12)C(=O)N1CCN(S(=O)(=O)c2ccccc2F)CC1 (stereo not drawn)
-6	O=C(NCc1cccnc1)c1cc(-c2cccnc2)nc2ccccc12
-7	CCCNC(=O)c1ccc(CSc2nc3cccnc3n2Cc2ccc(OC)cc2)cc1

# More records
SMILES,LDHA block
O=C(COC(=O)c1nn(-c2ccccc2)c(=O)c2ccccc12)Nc1ccccc1Cl,-5
COc1ccc(OC)c(NC(=O)CSCc2ccc(Cl)c(Cl)c2)c1,0
CC1CCN(c2nc(SCCO)c(C#N)c3c2CCCC3)CC1,7
O=C(CSc1nc2ccccc2o1)OCC(=O)c1ccc(Cl)cc1,-1
CCC(C)NC(=O)c1cc(-c2ccc3c(c2)OCO3)nc2ccccc12 (stereo not drawn),-2
COc1ccc(-n2[nH]c(-c3ccc(OC)c(OC)c3)cc2=O)cc1,-4
CC(C)C(NCC(N)=O)c1cccs1 (stereo not drawn),-20
Cc1ccc(N(Cc2nc3nc(C)cc(C)n3n2)S(=O)(=O)c2ccc(C)cc2)cc1,-3
COc1ccc(-c2cc3ccc(OCC(=O)OC(C)(C)C)cc3oc2=O)cc1,6
O=C(O)CNS(=O)(=O)c1ccc(Cl)c(C(F)(F)F)c1,5
N#Cc1cccc(COC(=O)c2ccccn2)c1,?
Cc1oc(-c2ccccc2)nc1C(=O)OC(C)C(=O)N(C)C1CCCCC1 (stereo not drawn),5
CCOc1ccc(C(C)=O)cc1COc1ccc2c(C)cc(=O)oc2c1C,-1
CN(C)c1ccc(NC(=O)c2cc3cc(F)ccc3[nH]2)cc1,?
CCCN1CNc2c(c(=O)[nH]c(=S)n2CCc2ccc(OC)cc2OC)C1,0
CCOc1ccccc1C(=O)Nc1c(NCc2ccccc2)c2ccccc2oc1=O,13
CCOc1cccc2cc(C(=O)N3CCCCCC3)c(=O)oc12,8
Cc1ccccc1NC1C2CC3CC(C2)CC1C3 (stereo not drawn),3
CC(=O)NC(C)C(=O)NC(C)c1ccc(Cl)cc1 (stereo not drawn),0
C/C(=N/Nc1cc(C)c2ccccc2n1)c1ccc([N+](=O)[O-])cc1,-3
CC(=O)N1CCN(C(=O)CCc2ncc(-c3ccccc3)o2)CC1,5
CS(=O)(=O)c1ccc(OCCOc2ccc(F)cc2)cc1,5
CCN(C(=O)CN1CCC(c2cc3ccccc3[nH]2)CC1)C1CC1,5
Cc1cc(C)cc(OC(C)C(=O)Nc2cccc3cccnc23)c1 (stereo not drawn),5
C=CCNC(=O)N1CCN(C(c2ccc(F)cc2)c2ccc(F)cc2)CC1,12
# The list continues.
SMILES,LDHA block
Clc1ccc(COc2cccc(CNc3nn[nH]n3)c2)c(Cl)c1,4
O=C(NCCSc1ccccc1)C1CC2CCC(C1)C21SCCS1 (stereo not drawn),-24
CCc1ccc(-c2cc(C(F)(F)F)on2)cc1S(=O)(=O)NCc1ccccc1,?
CCCCCc1ccc(-c2ccc(OC(F)F)cc2)nc1,7
COc1ccc(C)cc1-n1c(SCC(=O)Nc2ccc(C(N)=O)cc2)nc2ccccc2c1=O,0
COc1ccccc1OC(C)C(=O)c1cccc(Cl)c1 (stereo not drawn),3
CC(=O)N(CCC1(CCC(C)C)CCOC(C)(C)C1)Cc1ccco1 (stereo not drawn),-2
c1cncc(-c2nc(Sc3nnnn3C3CC3)c3ccccc3n2)c1,-7
COc1ccc(CN(C)C(=O)CSc2nc(-c3cccs3)nc3ccccc23)cc1OC,3
N#Cc1ccc(Oc2cccc(-c3cnc4ccccc4n3)c2)cc1C#N,-7
CCOC(=O)c1cn(C)nc1S(=O)(=O)N1CCCC1,2
O=C(Nc1cc2c(cc1Sc1ccccc1)OCCO2)c1ccc2c(c1)OCCCO2,7
CCCc1ccc(C(Nc2ccc3nnnn3n2)c2cccs2)cc1 (stereo not drawn),6
COCCNc1nc(-c2ccc(NC(=O)C(C)C)cc2)cs1,6
Cc1ccc(/C=C/C(=O)c2cccs2)cc1,-6
CCN(CC)Cc1ccccc1CNC(=O)c1cc2ccc(OC)cc2nc1C,-2
N#CCCNC(=O)COC(=O)/C=C/c1cccc2cccnc12,0
Cc1ccc(CC(=O)NC(C)C2CCCO2)cc1 (stereo not drawn),-13
Cc1cc(C)c2c(CC(=O)Nc3sc4c(c3C(N)=O)CCCC4)coc2c1,6
COc1ccc(NC(C)=O)cc1NC(=O)C(=O)c1c[nH]c2ccccc12,4
N#Cc1nc(COc2ccc(F)cc2)oc1NCc1cccnc1,-7
CNc1c(NC(=O)NCC(C)C)c(=O)oc2ccccc12,9
CC(Sc1nc2ccccc2o1)C(=O)N1CCCC1 (stereo not drawn),10
CC1CCN(Cc2ccc(CNC(=O)c3cnn(-c4ccccc4)c3)cc2)CC1,-1
Cc1nc(CNCc2cccc(NC(=O)c3cccc(F)c3)c2)cs1,0
Cc1nc(CN2CCN(S(=O)(=O)c3cc(Cl)ccc3Cl)CC2)cs1,5
COC(=O)C1=CN(Cc2ccc(OC)cc2)C=C(C(=O)OC)C1c1ccc(OC)cc1,4
CCN(c1ccccc1)S(=O)(=O)c1cc(C(=O)Nc2ccc3oc(C)nc3c2)ccc1C,7

# A draw from above in order of heavy-atom count, largest number first.
SMILES,LDHA block
CC(=O)N(CCC1(CCC(C)C)CCOC(C)(C)C1)Cc1ccco1 (stereo not drawn),-2
COCCNc1nc(-c2ccc(NC(=O)C(C)C)cc2)cs1,6
COc1ccccc1OC(C)C(=O)c1cccc(Cl)c1 (stereo not drawn),3

# The list is partial, so the mix of outcomes need not match the whole.
